# Screening data: PubChem BioAssay, National Center for Advancing Translational Sciences (NCATS)
# TDP1 cell CPT: qHTS for Inhibitors of human tyrosyl-DNA phosphodiesterase 1 (TDP1): qHTS in cells in presence of CPT; AID 686979, 2013; chicken DT40 Tdp1-/-;hTDP1 cells + 20 nM CPT, ATP luminescence, 48 h; hit rate 12% among 420,000; Potency, µM (series often up to 46.2 µM), for inactives: at the highest dose activity change, negative = growth inhibition, most hits filed as inhibitors; also: nearly all actives have a fitted effect of over 55% in size
#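 Chicken DT40 Tdp1-/- cells stably complemented with human TDP1 were seeded at 400 cells/well in medium containing 20 nM camptothecin, exposed to pin-transferred compounds, and grown at 37 °C for at least 48 hr. Viability was read as ATP luminescence.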
# TDP1 block: qHTS Assay for Inhibitors of Tyrosyl-DNA Phosphodiesterase (TDP1); hit rate 0.28% among 350,000; recombinant TDP1, AlphaScreen DNA substrate cleavage; Tyrosyl-DNA phosphodiesterase 1 (Homo sapiens), Q9NUW8; Potency, µM (doses to about 130 µM), for the others: at the top dose activity change, negative = inhibition, actives largely listed as inhibitors; also: nearly all actives have a fitted effect of over 40% in size
# Target sequence (Q9NUW8 whole entry, looked up): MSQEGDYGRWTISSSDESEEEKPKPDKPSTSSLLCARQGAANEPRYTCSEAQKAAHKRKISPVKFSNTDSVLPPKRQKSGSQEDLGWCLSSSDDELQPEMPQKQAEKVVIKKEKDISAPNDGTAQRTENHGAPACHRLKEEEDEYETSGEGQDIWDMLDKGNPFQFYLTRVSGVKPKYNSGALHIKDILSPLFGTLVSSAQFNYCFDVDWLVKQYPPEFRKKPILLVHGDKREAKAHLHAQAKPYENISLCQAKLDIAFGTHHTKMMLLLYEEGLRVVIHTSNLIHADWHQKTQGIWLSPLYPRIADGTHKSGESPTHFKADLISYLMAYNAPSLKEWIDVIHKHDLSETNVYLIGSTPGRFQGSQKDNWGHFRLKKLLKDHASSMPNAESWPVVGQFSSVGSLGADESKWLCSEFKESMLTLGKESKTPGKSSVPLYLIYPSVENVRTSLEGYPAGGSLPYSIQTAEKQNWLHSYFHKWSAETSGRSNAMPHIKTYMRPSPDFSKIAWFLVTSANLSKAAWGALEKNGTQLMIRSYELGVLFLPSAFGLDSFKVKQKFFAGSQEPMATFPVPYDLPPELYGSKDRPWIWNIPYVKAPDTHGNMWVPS
#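 Steps: enzyme plus compound, 15 min RT; add biotin/phosphotyrosine-FITC oligonucleotide (15 nM final), react 5 min; add donor/acceptor beads (10 ug/ml final), 10 min; read AlphaScreen. Tdp1 at 1 nM final.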
# DT40 TDP1 no CPT: qHTS for Inhibitors of human tyrosyl-DNA phosphodiesterase 1 (TDP1): qHTS in cells in absence of CPT | DT40 Tdp1-/- hTDP1 cells, no CPT, ATP luminescence, 48 h | Potency, µM (series often up to 46.2 µM), for inactives: at the highest dose activity change, negative = growth inhibition, actives largely listed as inhibitors | hit rate 15% among 420,000 | AID 686978, 2013; also: nearly all actives have a fitted effect of over 55% in size
#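 A cellular qHTS used chicken DT40 cells lacking endogenous Tdp1 but carrying stably transfected human TDP1. Compounds were applied without camptothecin, and cell growth kinetics were judged by ATP-dependent luminescence after ≥48 hr.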
# Starred values were filed as active, the others as inactive; u = inconclusive; x = not tested or not shown; & = joins results of further samples. Calls follow the shape of the dose curve; as a rule, active = well fitted curve in the direction sought with a large enough effect; inconclusive = small, poorly fitted or top-dose-only effect, or another doubt; inactive = no such curve, though single readings can be large; an effect the other way counts as inactive or inconclusive. % is scaled to controls: 0 for no effect and ±100 for the full control effect; potency is read from the fitted curve at half-maximal effect. Compounds as they come. Share with any hit: about 18%.
# Order of values – TDP1 cell CPT, TDP1 block, DT40 TDP1 no CPT
CCCC(=O)NCCc1nc2ccccc2n1CC(=O)c1ccccc1
→ -11%, 3%, -6%
COc1ccc(NC(=O)CCN2C(=O)NC3(CCCC3)C2=O)cc1Cl
→ 7%, 0%, 18%
O=C(NCCc1ccccc1)C(c1cccs1)N(C(=O)CCl)c1ccc(Cl)cc1 (configuration not stated)
→ 1.8µM*, 5%, 1.6µM*
N[C@@H](CO)c1nnc([C@H](CCC(=O)O)NC(=O)C2CCNCC2)o1
→ -25%, 5%, 8%
CC1CCCCN1S(=O)(=O)c1ccc(S(=O)(=O)N2CCN(c3ccc(F)cc3)CC2)cc1 (configuration not stated)
→ -15%, -3%, -10%
COc1ccc(NC(=S)Nc2ccc(C)c(Cl)c2)cc1OC
→ -30%, -3%, -26%
Cc1cc(C)n(C(=O)c2ccc(C)o2)n1
→ 11%, 0%, 2%
COc1ccccc1CNC(=O)c1oc2ccccc2c1C
→ -29%, 5%, -12%
Cc1ccc(NC(=O)c2cc(N3C(=O)C=CC3=O)ccc2N2CCOCC2)cc1Cl
→ 4.1µM*, 1%, 3.7µM*
Cc1ccc(NC(=O)C(=O)NCC2CCCN2S(=O)(=O)c2cccs2)cc1 (configuration not stated)
→ u, -20%, u
Cc1ccc(-c2nnc(SCC(=O)NC3CC3)n2N)cc1
→ -2%, x, -1%
Cc1nnc(SCC(=O)NC2CCCCC2)n1-c1ccccc1
→ 2%, x, 2%
CCOc1cc(/C=N/NC(=O)c2cc(C3CC3)[nH]n2)ccc1O
→ 3%, 5%, 0%
COc1ccc(Cn2c(C)nnc2-c2cnn(C)c2N)cc1OC
→ 6%, 0%, 10%
Cc1cccc(OCCCOc2cccc3cccnc23)c1C
→ u, -6%, 18µM*

# (cont.)
# Order of values – TDP1 cell CPT, TDP1 block, DT40 TDP1 no CPT
COc1cccc(CN2CCC2(C)C(=O)Nc2ccc(Cl)c(Cl)c2)c1F (configuration not stated)
→ 21µM*, x, u
CCN(CC)S(=O)(=O)c1cc(NC(=O)CCNC(=O)c2ccccc2Cl)ccc1C
→ -24%, -3%, -26%
O=C(O)c1cc(-c2ccccc2Cl)n(-c2cccc(Cl)c2)n1
→ -4%, x, 2%
COc1ccc(CNC(=O)CCCc2cn(C)c3ccccc23)c(OC)c1
→ u, 13%, u
COc1ccc(Nc2ncnc3ccc(Br)cc23)c(OC)c1
→ u, 1%, -19%
Cc1c(C)n2c(SCC(=O)N3CCCCCC3)nnc2[nH]c1=O
→ -14%, x, -5%
O=C(NCCN1CCCC(O)C1)c1cc(COc2ccc(F)cc2Cl)on1 (configuration not stated)
→ -8%, 1%, 4%
CSc1nc2sc3c(c2c(=O)n1C)CCC(C)C3 (configuration not stated)
→ -5%, 1%, u
CC1(C)CC(O)C(C(O)c2cccc([N+](=O)[O-])c2)C(C)(C)N1 (configuration not stated)
→ 2%, -5%, 14%
O=C(c1cccc(NS(=O)(=O)c2ccc(F)cc2)c1)N1CCN(c2ccccc2)CC1
→ u, 4%, u
COc1cc(NC(=O)Cn2c(-c3cncs3)nc3ccccc32)cc(OC)c1OC
→ 1%, 1%, -9%
CSc1nc(NCCOCCO)c2sc3nc(-c4ccco4)c4c(c3c2n1)CCC4
→ 18µM*, 35µM*, 16µM*
O=C(NC1CCN(Cc2ccccc2)CC1)C1COc2ccccc2O1 (configuration not stated)
→ -15%, 1%, -5%
COc1cc(OC)cc(C(=O)NC(C(=O)Nc2ccc3nc(C)sc3c2)C(C)C)c1 (configuration not stated)
→ -14%, 1%, -13%
CCO/C=C1\C(=O)N(c2ccc(OCC)cc2)C(=O)c2ccccc21
→ -18%, 0%, -1%

# Additional compounds:
# Order of values – TDP1 cell CPT, TDP1 block, DT40 TDP1 no CPT
Cc1cc(NS(=O)(=O)N(C)C)ccc1C(C)C
→ -16%, 0%, -19%
CCCN1CCC(=O)N([C@H](CO)CC(C)C)CC1
→ 1%&-15%, x, 7%&-5%
O=c1cc(-c2ccccc2)c2ccc3c(c2o1)CN(Cc1ccccc1)CO3
→ -14%, 4%, u
CN(C(=O)c1ccc(NC(=O)Cc2cccc(NC(=O)C3CCCN(C(=O)C4CCCCC4)C3)c2)cc1)C1CCCC1 (configuration not stated)
→ 21µM*, 5%, u
COc1cccc(C2NC(=O)c3ccccc3O2)c1OCc1ccccc1F (configuration not stated)
→ -2%, 3%, -11%
CC(C)NC(=O)C(=O)Nc1ccc2c(c1)N(S(=O)(=O)c1cccs1)CCC2
→ u, -1%, u
Cc1ccc(S(=O)(=O)N2CCC(C(=O)N3CCc4ccccc43)CC2)cc1
→ u, 3%, u
O=C(C1CCC(Cn2c(=O)c3sccc3n(Cc3ccccc3F)c2=O)CC1)N1CCOCC1 (configuration not stated)
→ 16µM*, 3%, u
OC(COc1ccc(Br)cc1)CN1CCOCC1 (configuration not stated)
→ -4%, 2%, -21%
CCOC(=O)c1oc2ccc(OC)cc2c1NC(=O)CN1CCN(C)CC1
→ 1%, 2%, -19%
CCN(CC(=O)Nc1ccccc1C(F)(F)F)C(=O)c1ccccc1Cc1ccccc1
→ u, x, 21µM*
O=C1COc2ccc(C(=O)COC(=O)c3c(F)cccc3Cl)cc2N1
→ -19%, 0%, -4%
C[C@H]1CCC(=O)N([C@H](CN=[N+]=[N-])Cc2ccccc2)CC1
→ -9%&-107%, x, u
COc1cc2nc(N3CCCN(C)CC3)nc(N)c2cc1OC
→ u, x, u
COc1ccccc1NC(=O)C(C)OC(=O)Cn1cnc2c1c(=O)n(C)c(=O)n2C (configuration not stated)
→ 2%, 6%, -8%

# One compound at a time, from the list above. Screens in order: TDP1 cell CPT	TDP1 block	DT40 TDP1 no CPT
# Profile of OC(COc1ccc(Br)cc1)CN1CCOCC1 (configuration not stated) → -4%	2%	-21%
# Profile of CCN(CC(=O)Nc1ccccc1C(F)(F)F)C(=O)c1ccccc1Cc1ccccc1 → u	x	21µM*

# (next part)
# Order of values – TDP1 cell CPT, TDP1 block, DT40 TDP1 no CPT
O=C(N/N=C/c1ccc(O)c(O)c1)N/N=C/c1ccc(O)c(O)c1
→ -21%, x, u
COc1cccc(C(=O)O/N=C2\CCS(=O)(=O)c3sccc32)c1
→ -2%, 3%, -21%
COc1ccc(N(CC(=O)NCc2ccccc2OC)S(=O)(=O)c2c(C)nn(C)c2C)cc1
→ -3%, 7%, -12%
COC(=O)c1c(C)[nH]c(O)c1C=Nc1ccc(C#N)cc1
→ -15%, -3%, u
CCc1nnc(SCC(=O)Nc2ccc3c(c2)OCO3)n1CC
→ 9%, 3%, 8%
COc1ccc(NC(=O)CSc2nnc(Cn3nnc4ccccc43)n2C)cc1
→ 4%, 5%, -25%
CCCS(=O)(=O)n1nc(-c2ccc(C)cc2)cc1N
→ -4%, -4%, -19%
CCOC(=O)C(=O)c1cn(C2OCC(OC(C)=O)C(OC(C)=O)C2OC(C)=O)c2ccccc12 (configuration not stated)
→ 29%, 0%, -3%
COc1ccc(CC(=O)Nc2c3c(nn2-c2cccc(C)c2C)CS(=O)C3)cc1 (configuration not stated)
→ -25%, -4%, 0%
COc1ccc(N)cc1NC(=O)CN1CCCC1
→ -2%, x, -1%
Cc1ccc(OCc2nc(-c3ccccc3)no2)c(C)c1
→ 8%, -9%, -12%
O=C(c1cc2nc(-c3ccco3)cc(C(F)(F)F)n2n1)N1CCc2ccccc2C1
→ u, -1%, 23µM*
CC(=O)c1cc(Cl)ccc1OCC(=O)NC1CCCC1
→ u, -2%, u
CCOC(=O)c1ccc(Nc2ncnc3c2cnn3-c2cccc(Cl)c2)cc1
→ 2%, 3%, u
COc1cc(/C=N/N=C2/NC(=O)C(Cc3ccc(F)cc3)S2)ccc1O (configuration not stated)
→ -20%, 3%, u

# In the list so far, these contain bromine:
# Order of values – TDP1 cell CPT, TDP1 block, DT40 TDP1 no CPT
COc1ccc(Nc2ncnc3ccc(Br)cc23)c(OC)c1
→ u, 1%, -19%
OC(COc1ccc(Br)cc1)CN1CCOCC1 (configuration not stated)
→ -4%, 2%, -21%

# Next section.
# Order of values – TDP1 cell CPT, TDP1 block, DT40 TDP1 no CPT
CCc1ccccc1OCCSc1nnc(-c2cc(OC)c(OC)c(OC)c2)o1
→ 18µM*, 11%, 18µM*
COc1ccc(-n2nnc3c(SCC(=O)NCc4ccco4)ncnc32)cc1
→ u, 4%, 2.9µM*
O=C1NC(c2ccc3c(c2)OCO3)Oc2ccccc21 (configuration not stated)
→ -7%, -2%, -7%
COc1ccc(NC(=S)N2CCC(NC(=O)c3ccco3)CC2)cc1
→ 4%, 8%, -7%
Cc1cccc(OCCCC(=O)NC(C)C)c1
→ -6%, -3%, 23µM*
CCOc1ccc(NC(=O)CC2C(=O)N(c3ccc(OC)cc3)C(=O)N2C2CCCCC2)cc1 (configuration not stated)
→ -14%, 6%, -24%
CCN(CC)C(NC(=O)c1ccccc1)C(=O)c1ccccc1 (configuration not stated)
→ -23%, 4%, u
O=C(/C=C/c1ccc2c(c1)OCO2)Nc1nc(-c2ccccc2)cs1
→ u, -6%, u
CCn1cc(/C=C(\NC(=O)c2ccccc2Cl)C(=O)NCCCn2ccnc2)c2ccccc21
→ u, 10%, u
Fc1ccc(-c2nc3c(Cl)cc(C(F)(F)F)cn3c2Cc2ccsc2)cc1
→ 2%, x, -23%
COc1cccc(-c2ccc(C#N)c(OC(=O)c3c(Cl)cccc3Cl)n2)c1
→ -19%, -1%, -25%
O=C(NC1CCCN(Cc2ccc(Cl)cc2)C1)c1ccccc1C(F)(F)F (configuration not stated)
→ -23%, 0%, u
Fc1ccccc1N1CCN(CCCc2ccccc2)CC1
→ -9%, x, -23%
C[C@@H](NC(=O)c1[nH]cnc1C(=O)Nc1nccs1)c1ccccc1
→ u, -1%, u
COc1cc(C(=O)C(=O)N2CCN(c3ccccc3)CC2)cc(OC)c1OC
→ 3.7µM*, x, 3.7µM*

# Gathered by group: those above with a COOH group (two)
# Order of values – TDP1 cell CPT, TDP1 block, DT40 TDP1 no CPT
N[C@@H](CO)c1nnc([C@H](CCC(=O)O)NC(=O)C2CCNCC2)o1
→ -25%, 5%, 8%
O=C(O)c1cc(-c2ccccc2Cl)n(-c2cccc(Cl)c2)n1
→ -4%, x, 2%

# At a glance, 2 of the compounds above:
# Order of values – TDP1 cell CPT, TDP1 block, DT40 TDP1 no CPT
CCc1ccccc1OCCSc1nnc(-c2cc(OC)c(OC)c(OC)c2)o1
→ 18µM*, 11%, 18µM*
COc1ccc(-n2nnc3c(SCC(=O)NCc4ccco4)ncnc32)cc1
→ u, 4%, 2.9µM*

# Next part.
# Order of values – TDP1 cell CPT, TDP1 block, DT40 TDP1 no CPT
Cc1ccc(NC(CNS(=O)(=O)c2ccc(Cl)cc2)c2ccccc2)cc1 (configuration not stated)
→ 21µM*, 8%&8%, 23µM*
CCN1C(c2ccccc2)C(C)C(=O)C(C)C1c1ccccc1 (configuration not stated)
→ u, -7%, u
COCc1ccc(C(=O)N2CCCC(N3CCN(c4cccc(Cl)c4)CC3)C2)s1 (configuration not stated)
→ u, x, u
Cc1cc(NC(=O)C(C)Oc2ccc(C(C)(C)C)cc2)no1 (configuration not stated)
→ -10%, 0%, -7%
CCCN(C#N)c1nc(NCC)nc(NC(C)C)n1
→ u, -2%, u
O=C(CSc1ccc2nnc(-c3ccc(Cl)cc3)n2n1)N1CCc2ccccc21
→ -3%, 4%, -28%
Cc1ccc(C(=O)c2ccccc2C(=O)OCC(=O)NCC2CCCO2)cc1 (configuration not stated)
→ 1%, 0%, u
Cc1nc2c(c(C)c1CCC(=O)Nc1ccc(F)cc1)c(=O)n(C)c(=O)n2C
→ u, 3%, 13µM*
Cc1ccc2c(c1)/C(=C/c1ccco1)C(=O)N2
→ 6%, 6%, u
CCCCN(C)CCNC(=O)Cn1ncc2c3ccccc3n(CCC)c2c1=O
→ 23µM*, -1%, u
CCC(CC)C(=O)N1CC(=O)Nc2ccc(F)cc2C1c1ccc(F)cc1 (configuration not stated)
→ 0%, x, u
COc1ccc(CCNc2ncnc3c2c(C)c(C)n3CCO)cc1OC
→ 21µM*, x, 8.2µM*
Cc1ccc(C(=O)NCC(c2cccs2)S(=O)(=O)c2cccs2)cc1C (configuration not stated)
→ 12µM*, 5%, 21µM*
CCCn1c(-c2ccc(OC)cc2)nc2ccccc21
→ 2.6µM*, 0%, 3.7µM*
O=C1ON=C(c2ccc(Cl)c([N+](=O)[O-])c2)/C1=C/c1cccc([N+](=O)[O-])c1O
→ -1%, -5%, 16%
CC(C)(C)c1ccc(C(=O)NCc2ccco2)cc1
→ -22%, x, -26%
O=C(NCC(O)c1nc2ccccc2[nH]1)c1cc([N+](=O)[O-])ccc1F (configuration not stated)
→ u, x, u
